Compound activity as filed in PubChem BioAssay.
ATXN viability – viability counter-screen for ATXN expression inhibitors; AID 651635; 400,000 tested, 0.49% active; Potency, µM (highest dose often 56.7 µM), actives largely listed as cytotoxic; S2 cells (HEK-293 line with an ATXN2-luciferase reporter) viability, CellTiter-Fluor protease fluorescence, 24 h; also: potency is read from the fitted curve at half-maximal effect; nearly all actives have a fitted effect of over 40% in size
IL-2 act – activators of IL-2; activation, % (series mostly up to about 46 µM); 360,000 tested, 0.065% active; AID 652025; IL-2 activation reporter assay, cell-based qHTS; stimulated with anti-CD3/CD4/CD28 beads; in transgenic mouse T cells; in the data active = activation above about 50%; inconclusive = mostly about 30% to 49%; also: 0% is about no effect
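EGFP and DsRed fluorescence is measured by plate cytometry in unstimulated transgenic mouse T cells exposed to compound for 60 minutes, then stimulated 18 hours at 37 degrees C with anti-CD3/anti-CD4 beads plus anti-CD28.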
Nrf2 block – blocks Nrf2 signaling. AID 504444. Potency, µM (titrated, usually from 46 µM), for inactives: at the highest dose activity change, negative = inhibition, hits mostly inhibitors. 360,000 tested, 2.1% active. A549 ARE-Fluc reporter, luciferase luminescence, 18-24 h; also: potency is read from the fitted curve at half-maximal effect; % is scaled to controls: 0 for no effect and ±100 for the full control effect; nearly all actives have a fitted effect of over 60% in size
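Cells were seeded and rested 2 h, then exposed to compounds for 18-24 h. CellTiter-Fluor was read first as a viability measure. BugLite was added 15 min before the final luminescent read of ARE-luciferase activity in A549 cells.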
Nrf2 ARE act – activators of Nrf2 (ARE) signaling; AREc32 ARE-luciferase reporter (MCF7-derived line), luminescence, 24 h; Potency, µM (doses to about 46.1 µM), for the others: at the highest dose activation, most hits filed as activators; 410,000 tested, 0.31% active; AID 624171; also: potency is read from the fitted curve at half-maximal effect; % of control where 0% means no effect; nearly all actives have a fitted effect of over 65% in size
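ARE-driven firefly luciferase activity in AREc32 cells measured after a 24 hr compound exposure at 37 deg C, using Steady-Glo reagent and a 30 min room-temperature hold.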
A549 viability – A549 cytotoxicity, counter-screen for Nrf2 inhibitors. 390,000 tested, 0.16% active. A549 ARE-Fluc cells, CellTiter-Fluor viability, 18-24 h. Potency, µM (titrated, usually from 46 µM), for the others: at the highest dose activity change, negative = cytotoxicity, usual class: inhibitors. AID 504648; also: potency is read from the fitted curve at half-maximal effect; % is scaled to controls: 0 for no effect and ±100 for the full control effect
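Cytotoxicity counterscreen: CellTiter-Fluor fluorescence was measured in A549 ARE_Fluc cells after 18-24 h of compound exposure in a concentration series. The subsequent BugLite luminescent read reports ARE-luciferase activity.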
HepG2 viability – kills HepG2 cells in TGF-b inhibitor counter-screen | HepG2 CAGA-GFP viability, ATP luminescence, 18 h | Potency, µM (doses to about 46.1 µM), without a hit: at the top dose activity change, negative = cytotoxicity, actives largely listed as cytotoxic | 410,000 tested, 0.76% active | AID 588856; also: potency is read from the fitted curve at half-maximal effect; some results filed as inactive show a strong effect at the top dose
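HepG2 CAGA-GFP cells (1000/well, DMEM with 1% FBS) received compound, then TGF-beta at 500 pg/mL final, and were incubated 18 hours at 37 degrees C. Viability was read by CellTiter-Glo luminescence. Media-only wells were set as complete cell-killing and DMSO as no toxicity.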
EPAC2 agonist – agonists of human EPAC2 (RAPGEF4); 360,000 tested, 0.079% active; EPAC2 activation, biochemical qHTS; response scale: 100% = 6.5 mM cAMP response; Potency, µM (highest dose often 154 µM), for the others: top-dose activation, most hits filed as activators; Q8WZA2; also: potency is read from the fitted curve at half-maximal effect; nearly all actives have a fitted effect of over 50% in size
Target sequence (Q8WZA2 whole entry, looked up): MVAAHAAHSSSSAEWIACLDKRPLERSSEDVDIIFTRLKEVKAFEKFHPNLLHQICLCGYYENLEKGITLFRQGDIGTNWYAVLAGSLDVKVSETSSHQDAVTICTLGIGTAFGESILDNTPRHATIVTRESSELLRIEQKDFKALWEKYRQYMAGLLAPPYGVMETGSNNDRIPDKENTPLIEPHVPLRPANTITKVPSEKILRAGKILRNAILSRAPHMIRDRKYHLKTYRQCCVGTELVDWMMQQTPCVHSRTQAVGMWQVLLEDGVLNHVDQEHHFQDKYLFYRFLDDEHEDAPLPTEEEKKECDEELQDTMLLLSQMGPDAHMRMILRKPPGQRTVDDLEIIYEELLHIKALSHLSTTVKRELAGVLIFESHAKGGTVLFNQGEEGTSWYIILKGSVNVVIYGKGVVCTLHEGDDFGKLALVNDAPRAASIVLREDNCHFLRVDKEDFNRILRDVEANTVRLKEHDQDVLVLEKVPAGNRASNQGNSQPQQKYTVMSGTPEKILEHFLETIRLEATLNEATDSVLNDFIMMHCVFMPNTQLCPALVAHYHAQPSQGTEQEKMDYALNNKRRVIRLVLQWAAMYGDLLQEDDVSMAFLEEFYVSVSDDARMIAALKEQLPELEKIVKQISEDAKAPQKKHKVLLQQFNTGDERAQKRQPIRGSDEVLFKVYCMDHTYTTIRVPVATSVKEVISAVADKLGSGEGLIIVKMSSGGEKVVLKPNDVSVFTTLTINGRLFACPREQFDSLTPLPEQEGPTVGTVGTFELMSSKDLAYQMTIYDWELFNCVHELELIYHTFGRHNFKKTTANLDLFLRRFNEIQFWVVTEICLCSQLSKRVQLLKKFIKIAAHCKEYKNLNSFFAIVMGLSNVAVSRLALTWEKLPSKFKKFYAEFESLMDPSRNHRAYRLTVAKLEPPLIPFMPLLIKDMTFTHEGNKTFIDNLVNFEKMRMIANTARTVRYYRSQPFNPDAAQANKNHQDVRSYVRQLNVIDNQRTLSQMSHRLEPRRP
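Fluorescence exchange assay: 100 nM EPAC2 with 250 nM RAP1B-BODIPY-GDP and 50 uM GDP; compounds tested as a concentration-titration series (qHTS). Loss of Rap1-bound BODIPY-GDP fluorescence read at 480/540 nm; data normalized to 6.5 mM cAMP.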
ATXN2 expr inh – inhibitors of ATXN2 expression. HEK-293 ATXN2-luciferase reporter, luminescence, 24 h. Potency, µM (doses to about 57 µM), for inactives: at the top dose activity change, negative = inhibition, hits mostly inhibitors. 360,000 tested, 0.72% active. AID 1745845; also: potency is read from the fitted curve at half-maximal effect; % is scaled to controls: 0 for no effect and ±100 for the full control effect; nearly all actives have a fitted effect of over 55% in size
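ATXN2-luciferase reporter cells (luciferase flanked by upstream and downstream ATXN2 gene portions) were treated 24 h at 37 °C with compounds at up to 57 uM. SteadyGlo luminescence gave expression; GF-AFC fluorescence gave viability.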
TGFb inhibitor – TGF-b pathway inhibition. HepG2 CAGA-GFP TGF-b/SMAD3 reporter, GFP fluorescence, 18 h; TGF-beta stimulated, 500 pg/mL final. 410,000 tested, 1.2% active. AID 588855. Potency, µM (series often up to 46.1 µM), for the others: at the highest dose activity, negative = inhibition, most hits filed as inhibitors; also: potency is read from the fitted curve at half-maximal effect; % is scaled to controls: 0 for no effect and ±100 for the full control effect; nearly all actives have a fitted effect of over 65% in size
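TGF-beta reporter screen: HEPG2 CAGA-GFP, 1% FBS, 500 pg/mL TGF-beta final, 18 h; per-cell GFP summed per well; curves fitted and categorized by class.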
Active calls of the source: *; i = inactive; ? = inconclusive; . = no result given; [ ] = remark or other dose. Unless noted, calls follow the shape of the dose curve; as a rule, active = well fitted curve in the direction sought with a large enough effect; inconclusive = small, poorly fitted or top-dose-only effect, or another doubt; inactive = no such curve, though single readings can be large; an effect the other way counts as inactive or inconclusive.

Results follow in this order: ATXN viability, IL-2 act, Nrf2 block, Nrf2 ARE act, A549 viability, HepG2 viability, EPAC2 agonist, ATXN2 expr inh, TGFb inhibitor
1: CC(C)(C)NC(=O)C(c1ccc(Cl)cc1)N(CCO)C(=O)c1snc(C(N)=O)c1N (centres undefined)
  ?, 0.4, -12%, 3.2%, 2%, -3%, 2%, -20%, -17%
2: COc1cccc2c1ncc1c(-c3ccc(C)cc3)nn(-c3ccc(F)cc3)c12
  i, ., ., -0.2%, 0%, -33%, ., 5%, -6%
3: C=CCNC(=S)N1CCC2CC1c1c(Cl)cccc12 (centres undefined)
  ?, -3.2, ., 0.0%, ., -1%, 2%, -12%, 20%
4: COc1ccc(C(=O)COC(=O)CN2CC(=O)Oc3ccccc32)cc1Br
  ?, 3.4, 0%, 14µM*, -19%, -26%, -5%, ?, 0%
5: O=C(Nc1ccc(CN2CCOCC2)cc1)c1ccc2ccccc2c1
  i, 0.8, ?, 5.2%, 2%, -16%, -5%, 27%, -9%
6: O=C(CN1CCN(S(=O)(=O)c2ccc(F)c(Cl)c2)CC1)N1CCc2ccccc21
  i, 1.3, -6%, 0.2%, -3%, 0%, 10%, -14%, ?
7: Cc1ccc(NC(=O)CN2C(=O)S/C(=C\c3cccn3-c3cccc(C(=O)O)c3)C2=O)cc1C
  i, 2.4, 4%, -1.1%, -6%, -2%, 11%, 1%, 8%
8: COc1ccc(C(=O)CC(C(=O)O)c2ccc3c(c2)OCO3)cc1OC (centres undefined)
  i, -1.8, ., 0.0%, ., 3%, -1%, ., 1%
9: COc1ccc(CCNC(=O)CCN2C(=O)COc3ccccc32)cc1OC
  i, -2.3, -26%, -0.1%, 0%, 6%, -5%, 7%, -6%
10: O=C(Cn1cc(COc2ccccc2[N+](=O)[O-])nn1)c1ccc(O)cc1
  i, 0.3, 9%, 3.5%, 0%, -8%, 7%, 28%, -12%
11: Cc1ccccc1NC(=O)Cc1nc(COC(=O)CCC(=O)c2ccccc2)cs1
  i, -0.4, 3%, -1.5%, 3%, 3%, 6%, 3%, 3%
12: COC(=O)c1ccc(/C=N\N2CCN(Cc3ccc(C)cc3)CC2)cc1
  i, -1.3, ., -0.8%, 2%, -2%, -5%, -14%, 3%
13: CCOc1ccc(NC(=O)CC2C(=O)N(c3cccc(C)c3)C(=O)N2CCC2=CCCCC2)cc1 (centres undefined)
  ?, ., -9%, 4.8%, ?, -43%, ., -22%, ?
14: CC(=O)c1ccc(NS(=O)(=O)c2ccc3[nH]c(=O)[nH]c3c2)cc1
  ., ., ., 8.6%, 1%, -16%, ., ., -8%
15: CN(Cc1ccccc1)C(=O)COC(=O)C12CC3CC(CC(Br)(C3)C1)C2
  i, -3.5, 4%, 0.2%, 18%, -28%, 12%, 14%, -9%
16: O=C(COc1ccc(C(=O)c2ccc(F)cc2)cc1)NCc1ccc(F)cc1
  i, -0.6, -7%, 0.0%, -3%, -2%, 3%, -17%, ?
17: O=C(c1ccc2c(c1)N(Cc1ccccc1F)C(=O)c1ccccc1S2(=O)=O)N1CCC(Cc2ccccc2)CC1
  i, ., 8%, 0.1%, -9%, -15%, ., 11%, 4%
18: Cc1c(Cl)cccc1NC(=S)NCC(C)C
  i, 2.5, ?, 0.0%, 5%, -3%, -11%, ., -7%
19: CC(C)CN1C(=O)C(=O)N(CC(=O)NCCCc2ccccc2)C1=O
  i, -0.1, ., -0.2%, ., -1%, -11%, ., -26%
20: CCN(CC)S(=O)(=O)c1ccc2[nH]cc(C(=O)NCCc3ccc(OC)c(OC)c3)c(=O)c2c1
  i, -0.7, -1%, -0.7%, -2%, 5%, 0%[15.6 µM], 16%, 6%
21: Cc1cc(C(=O)N2CCCC(C(=O)c3cc(F)ccc3F)C2)c(C)o1 (centres undefined)
  i, 0.3, 25%, 4.9%, 1%, 16%, 3%, -1%, 1%
22: OC(CCN1CCC2(CC1)OCCO2)C(F)(F)F (centres undefined)
  i, -2.4, 3%, 0.0%, 5%, 6%, -2%, -3%, 7%
23: CCOC(=O)[C@H]1[C@H]2COc3ccc(Cl)cc3[C@@H]2N2C(=O)CN(CC3CCCO3)C(=O)[C@@]12C (some centres undefined)
  i, 0.2, -2%, 0.5%, -5%, -3%, 3%, 6%, 4%
24: Cc1nc2ccc(NC(=O)NC(=O)c3c(Cl)cccc3Cl)cc2o1
  i, -0.3, ?, -0.3%, 2%, -10%, -3%, 4%, -1%
25: OCCCn1c(C2CCCN2c2nc(-c3ccc(F)cc3)cs2)nc2cc(C(F)(F)F)ccc21 (centres undefined)
  ?, -0.2, ?, 2.6%, -7%, 0%, 3%, ?, ?
26: COc1cccc(OC)c1C(=O)NNC(=O)c1ccccc1-n1cccc1
  i, -2.1, 0%, -0.5%, 0%, -16%, 9%, 1%, -7%
27: COc1cc(NS(=O)(=O)c2ccc(NC(=S)NC(=O)COc3ccccc3OC)cc2)nc(OC)n1
  i, 0.7, 18%, -0.9%, 0%, 3%, -3%, -13%, -4%
28: COc1ccc(Cl)cc1N/C(N)=N/c1nc(C)cc(C)n1
  i, -0.7, 19%, 0.3%, -2%, 1%, -6%, -5%, -3%
29: FC(F)(F)c1ccc2c(c1)ncc1c(-c3ccccc3)nn(-c3ccccc3)c12
  i, ., -17%, -0.3%, 3%, -59%, ., 0%, 4%
30: O=C(Nc1ccccc1N1CCOCC1)c1cc(Cl)c2c(c1)OCO2
  ?, -0.5, 1%, 0.8%, -4%, 2%, 9%, -16%, 11%
31: COc1ccccc1C(=O)NC1(C(F)(F)F)NC(=O)N(CCc2ccccc2)C1=O (centres undefined)
  i, ., -4%, 0.6%, 0%, -7%, ., 0%, ?
32: Cc1ccc(C(=O)Nc2c(C)n(C)n(-c3ccccc3)c2=O)cc1S(=O)(=O)N1CCOCC1
  i, 0.6, 6%, -0.4%, -10%, -8%, 9%, -9%, -5%
33: Cc1cc([N+](=O)[O-])nn1Cc1noc(C(=O)NCCc2ccccn2)n1
  i, 2.0, 5%, -1.4%, -2%, 4%, 1%, 8%, 15%
34: COc1cc(O)c(C=NN2C(=O)CSC2=S)c(OC)c1
  i, -2.8, ., 4.9%, ., -25%, 11%, ., -9%
35: O=C(CCN1C(=O)c2ccccc2C1=O)NCc1ccncc1
  i, -2.3, -9%, 0.3%, -14%, 3%, 0%, 11%, 20%
36: CN(C)S(=O)(=O)c1ccc2c(c1)nnn2CCNC(=O)Nc1ccc(Br)cc1
  ?, ., ., 4.9%, 1%, -21%, ., -14%, -7%
37: O=C(Cn1cc(SCc2ccccc2F)c2ccccc21)N1CCCCCC1
  ., ., ?, 0.3%, -3%, -30%, ., ., ?
38: CN1CCN(CCC(=O)Nc2ccc3c(c2)OCO3)CC1
  i, -0.8, 7%, -0.5%, -4%, -5%, -12%, 5%, 13%
39: COc1cc2c(cc1OC)C(c1ccccc1)CC2=O (centres undefined)
  i, 0.8, 6%, 4.4%, 1%, -41%, 12%, ., -2%
40: COCCn1nnnc1CN1CCC(O)(c2cccc(C(F)(F)F)c2)CC1
  i, -3.2, 6%, 0.1%, 2%, -17%, 1%, 5%, ?

Nrf2 ARE act: hit marks shown above.
no. | compound | IL-2 act | Nrf2 ARE act | TGFb inhibitor
4 | COc1ccc(C(=O)COC(=O)CN2CC(=O)Oc3ccccc32)cc1Br | 3.4 | 14µM* | 0%

(next part)
Results follow in this order: ATXN viability, IL-2 act, Nrf2 block, Nrf2 ARE act, A549 viability, HepG2 viability, EPAC2 agonist, ATXN2 expr inh, TGFb inhibitor
41: Cc1ccc(NCc2ccccc2-c2nnc(-c3ccccc3Cl)o2)c(C)c1
  i, ., 23%, 5.0%, -1%, 0%, ., 26%, -12%
42: O=C(Nc1ccc2nc[nH]c2c1)c1ccco1
  i, 0.0, 26%, 0.3%, -4%, -49%, 6%, 25%, -3%
43: NNC(=O)CSCc1nc(-c2ccccc2)cs1
  ?, -5.2, 15%, 0.4%, 3%, -3%, 6%, 4%, 5%
44: Cc1ccc(N(CC(=O)NCc2ccccn2)S(=O)(=O)c2ccccc2)cc1Cl
  i, -2.6, -9%, 0.0%, -8%, 17%, 0%, 1%, 8%
45: c1ccc(Sc2cnc3ccccc3n2)cc1
  i, -0.7, ?, 11%, 15%, -34%, 11%, 48%[activator], -1%
46: COCCN(C(=O)CSc1nnc(-c2cccs2)n1N)c1c(N)n(Cc2ccccc2)c(=O)[nH]c1=O
  i, -1.6, 16%, -0.1%, -8%, 20%, 4%, 1%, 39%
47: Cc1cc(Br)ccc1NC(=O)CN1CCN(c2ccccn2)CC1
  i, 0.7, -1%, -0.6%, 12%, -29%, 2%, ., -28%
48: C/C(=N/NC(=O)CNC(=O)/C=C/c1ccco1)c1ccc(Cl)cc1
  i, 0.0, 3%, ?, 8%, -17%, 3%, -3%, -7%
49: CCn1c(NCCCO)nc2c(c1=O)C(C)(CC)Cc1ccccc1-2 (centres undefined)
  i, -5.1, ?, 0.3%, -14%, -16%, 9%, -24%, 0%
50: Cc1cc(NS(=O)(=O)c2ccc(NC(=O)COc3ccccc3[N+](=O)[O-])cc2)no1
  ?, -2.8, ?, 0.0%, 0%, 0%, -3%, 0%, 15%
51: CCOc1ccc(NC(=O)CCN2CCN(S(=O)(=O)c3ccc(F)cc3)CC2)cc1
  i, -2.4, -9%, -0.2%, -4%, -12%, 15%, -18%, -12%
52: CCCN1C(=O)c2cc(C(=O)Nc3ccc(OC)c(OC)c3)ccc2C1Nc1ccc(OC)c(OC)c1 (centres undefined)
  i, 0.3, 7%, 0.8%, 4%, -21%, -9%, -8%, 1%
53: CC(C)c1ccc(NC(=O)c2ccc3c(c2)CCN3S(C)(=O)=O)cc1
  i, -3.1, ?, -0.3%, -11%, -6%, 0%, 5%, 4%
